High-throughput results deposited in PubChem by several laboratories.
HIF act: HIF pathway transcriptional activation. U2OS HRE-luciferase reporter, luminescence; normalized: DMSO 0%, desferrioxamine 100%. activation, % at 7.5 µM (by protocol). actives 0.32% (n = 300,000);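 active means mean activation of at least 10% of the iron chelator positive control signal, with at least half of replicates also reaching 10%; inconclusive means mean and replicate majority disagree about reaching 10%; inactive means mean and most replicates under 10%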
KLF5 inh: suppresses KLF5 promoter-driven expression | DLD-1 KLF5 promoter-luciferase reporter, luminescence | inhibition, % at 5 µM | actives 0.23% (n = 290,000) | AID 1700;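 active means inhibition above a per-plate limit of that plate's mean compound inhibition plus 3 SD, cut at about 60% in these data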;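 further: 0% = DMSO wells and 100% = LY294002 at 200 µM; higher means less KLF5 promoter-driven luciferase light; inactives centre near -14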
TRPC4 act: TRPC4 (mouse) channel activation; B-score at 10 µM; HEK293 TRPC4beta/mu-opioid, Fluo4 calcium fluorescence; stronger effect = higher value; actives 0.49% (n = 310,000);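 active means B-score above 5 SD of library B-scores, and initial fluorescence ratio not above library mean plus 5 SD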;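 further: positive B-score marks a calcium rise read as TRPC4 activation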
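System – HEK293 cells stably co-expressing mouse TRPC4beta and mu-opioid receptor · Signal – Fluo4 calcium-sensitive dye fluorescence, kinetic, 1 Hz baseline · Benchmarks – buffer (low) and maximal DAMGO (high) · Read-out – B score of integrated fluorescence ratio per well · Incubation – dye loading 45 min room temperature, 110 s kinetic read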
MrgX1 antag: blocks BAM8-22 activation of human MrgX1 receptor. AID 588676. MRGX1-HEK293 calcium flux, Fluo-4, BAM8-22 antagonism; stronger effect = lower value. B-score at 10 µM. actives 1.3% (n = 310,000). Q96LB2;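 active means calcium-response B-score plate-corrected more than 3 library SD below zero, starting fluorescence within 5 deviations, no agonist response on first addition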;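 further: peak minus trough fluorescence over baseline after final BAM8-22 challenge near maximal dose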
Target sequence (Q96LB2 whole entry, looked up): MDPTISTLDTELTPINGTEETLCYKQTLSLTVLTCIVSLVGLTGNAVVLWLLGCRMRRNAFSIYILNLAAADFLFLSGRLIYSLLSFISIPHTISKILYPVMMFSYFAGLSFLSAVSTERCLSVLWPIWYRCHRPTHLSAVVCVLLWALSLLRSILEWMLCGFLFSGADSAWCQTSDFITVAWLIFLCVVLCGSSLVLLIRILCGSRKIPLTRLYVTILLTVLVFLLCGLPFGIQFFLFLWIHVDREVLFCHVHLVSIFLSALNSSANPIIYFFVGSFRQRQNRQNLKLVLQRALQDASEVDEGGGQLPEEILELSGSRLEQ
aSyn UTR inh: MLPCN primary screen, SNCA 5' untranslated region; alpha-synuclein 5'UTR reporter, inhibitor activity; inhibition, % (tested at 7.5 µM); actives 0.82% (n = 300,000); AID 1813; in the data active means inhibition above about 60%; inconclusive means no clear call, values can overlap the other calls;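 further: H4 neuroglioblastoma cells stably carrying SNCA 5'UTR luciferase fusion; 0% = DMSO wells and 100% = positive control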
TRPC6 inh: blocks the mouse TRPC6 cation channel; HEK293-TRPC6, membrane potential dye, ACh-evoked depolarization; stronger effect = lower value; B-score at 10 µM; actives 1.1% (n = 310,000); AID 2553;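 active means B-score under library mean minus 3 SD, initial fluorescence not abnormally high, positive integrated signal ratio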;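 further: B-score derived from integrated fluorescence ratio over the kinetic read; more negative B-score means stronger inhibition of depolarization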
SKKanGAS inh: blocks kanamycin growth of S. pyogenes SKKanGAS strain; BacTiter-Glo, 6 h; inhibition, % at 7.5 µM; actives 1.3% (n = 300,000);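 active means mean replicate score, as percent of positive control median, at least 50; inconclusive means mean below 50 but one replicate at or above 50; inactive means mean and every replicate below 50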;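 further: strain carries kanamycin resistance gene driven by streptokinase promoter and grows in 40 µg/ml kanamycin; loss of luminescence reflects streptokinase promoter inhibition or plain growth inhibition; 0% = median of DMSO wells and 100% = positive control at its reference dose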
TRPC4 block: inhibitors of mouse TRPC4 channel; B-score at 10 µM; actives 0.39% (n = 300,000); HEK293 TRPC4beta/mu-opioid, DAMGO-evoked Fluo4 calcium flux; stronger effect = lower value;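 active means B-score over 3 SD under the library average, no early fluorescence shift, positive overall ratio signal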
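material = TRPC4beta/mu-opioid receptor HEK293 cell line | probe or stimulus = sequential submaximal and maximal DAMGO stimulation | compound dosing = one concentration per compound | measured by = Fluo4 Ca2+ flux fluorescence | evaluation = integrated fluorescence ratio relative to baseline, converted to per-well B score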
IEC-6 tox: counter-screen for KLF5 inhibitors: cytotoxicity in IEC-6 cells | IEC-6 cytotoxicity, luminescence viability | inhibition, % at 5 µM | actives 0.78% (n = 290,000) | AID 1825; in the data active means inhibition above about 22%;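 further: 0% = plate median of test compound wells and 100% = cytotoxic reference compound wells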
TRPC4 PAM: allosterically enhances the mouse TRPC4 cation channel | AID 2227 | Q9QUQ5 | HEK293 TRPC4beta/mu-opioid, DAMGO EC20, Fluo-4 Ca2+ flux; stronger effect = higher value | actives 0.42% (n = 310,000) | B-score at 10 µM;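 active means B-score of calcium response area above 5 SD of library B-scores, with initial fluorescence ratio within 5 SD of library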;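 further: B-score of integrated fluorescence ratio over time as area under calcium response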
TRPC6 activator: activators of mouse TRPC6 channel; Q61143; HEK293-TRPC6 membrane potential dye fluorescence; stronger effect = higher value; B-score at 10 µM; actives 0.13% (n = 310,000); AID 2550;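 active means B-score of the integrated fluorescence ratio above library mean plus 3 SD, and starting fluorescence ratio within library mean plus 5 SD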;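 further: higher score means more depolarization so channel activation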
* marks the source's active call; other numbers are inactive results; i = inactive; u = inconclusive; x = no result given. Outcome played no part in choosing rows (roughly 5.8% active in at least one column).

SMILES	HIF act	KLF5 inh	TRPC4 act	MrgX1 antag	aSyn UTR inh	TRPC6 inh	SKKanGAS inh	TRPC4 block	IEC-6 tox	TRPC4 PAM	TRPC6 activator
COCC(=O)N1CCN(c2cccc(C(F)(F)F)c2)CC1	0.7	-8	i	i	2	i	3	i	3	i	i
COc1ccc(Cl)cc1NC(=O)C/C(C)=N/NC(=O)c1ccccc1Cl	-1.9	-30	i	i	5	i	-1	i	0	i	i
COC(=O)C1=C(C)N(CCCC(=O)O)C(=O)NC1c1ccc(Cl)cc1 (stereo unspecified)	0.1	x	i	i	7	i	4	i	x	i	i
CCOc1ccccc1NC(=O)N1CCCN(c2ncccc2C#N)CC1	-1.0	-16	i	i	-8	i	1	i	2	i	i
Cc1cccc(C)c1NC(=O)CSc1nc(COc2ccccc2)nc2ccccc12	0.1	11	i	i	-2	i	7	i	-2	i	i
Cc1cc(C)nc(N2CCC(C(=O)Nc3ccc4c(c3)OCO4)CC2)n1	0.0	-14	i	i	24	i	-2	i	3	i	i
COc1cc(C(=O)NCCOc2ccccc2)cc(OC)c1OC	-0.7	-16	i	i	-12	i	-4	i	-2	i	i
CCOC(=O)CN(C(=O)Cn1nnc2ccccc21)C(C(=O)NCCOC)c1ccccc1C (stereo unspecified)	0.0	-11	i	i	0	i	4	i	1	i	i
CC1(c2ccccc2)CC(c2ccccc2)=Nc2nonc2N1 (stereo unspecified)	-0.5	-18	i	i	18	i	-6	i	1	i	i
Cc1ccc(Cn2cnc3c(cnn3-c3ccc(F)cc3)c2=O)cc1	-1.1	-34	i	i	-3	i	1	i	-3	i	i
CCN(CCCNC(=O)C1CCN(S(=O)(=O)N2CCC3(CC2)OCCO3)CC1)c1ccccc1	-0.1	-4	i	i	-14	i	12	i	-2	i	i
CC(=O)c1cc(CN2C(=O)CCC2=O)cs1	-0.1	-14	i	i	18	i	-4	i	-5	i	i
C=CCN1C(=O)/C(=C/C(=O)OC)S/C1=N\NC(=O)c1ccccc1	-1.1	-10	i	i	-6	i	-5	i	0	i	i
COC(=O)C1=C(N)c2c(F)cccc2C1(C#N)c1ccccc1 (stereo unspecified)	-0.4	-25	i	i	-8	i	0	i	1	i	i
Cc1cc2cc(CCNC(=O)CC(C)C)c(=O)[nH]c2cc1C	0.0	-5	i	x	13	i	-7	i	4	i	i

Brought forward from above: 2 compounds; new compounds follow.
SMILES	HIF act	KLF5 inh	TRPC4 act	MrgX1 antag	aSyn UTR inh	TRPC6 inh	SKKanGAS inh	TRPC4 block	IEC-6 tox	TRPC4 PAM	TRPC6 activator
COC(=O)C1=C(N)c2c(F)cccc2C1(C#N)c1ccccc1 (stereo unspecified)	-0.4	-25	i	i	-8	i	0	i	1	i	i
Cc1cc2cc(CCNC(=O)CC(C)C)c(=O)[nH]c2cc1C	0.0	-5	i	x	13	i	-7	i	4	i	i
O=C(OCC(=O)N1CCCc2ccccc21)c1cnc(Cl)c(Cl)c1	0.1	-26	i	i	1	i	-9	i	-2	i	i
CSc1ccc(/C=C(\NC(=O)c2ccco2)C(=O)N2CCCCC2)cc1	-0.4	-5	i	i	-15	i	0	i	-4	i	i
O=C(Nc1nccs1)c1ccc(Cl)c([N+](=O)[O-])c1	-1.5	-33	i	i	-38	i	-1	i	4	i	i
O=C(COC(=O)c1ccc(Br)o1)Nc1nc2ccccc2s1	0.2	9	i	i	-42	i	9	i	-5	i	i
Cc1ccc(C)c(S(=O)(=O)N2CCN(C(=O)Cn3c(=O)cnc4ccccc43)CC2)c1	0.2	x	i	i	1	i	-5	i	x	i	i
O=C(Nc1ccc(N2CCCC2)c(Cl)c1)c1ccccc1[N+](=O)[O-]	0.1	-9	i	i	-51	i	0	i	4	i	i
O=C(/C=C/c1ccc(Cl)cc1Cl)NCc1ccco1	5.1	-92	i	i	-119	i	-9	i	7	i	i
O=C(CS(=O)(=O)c1ccccc1)Nc1cccnc1	-0.5	13	i	i	26	i	3	i	0	i	i
COc1cccc(C(=O)N=c2sc3cc(S(C)(=O)=O)ccc3n2C)c1	5.5	-19	i	i	-127	i	-9	i	4	i	i
O=C(c1cnn2ccccc12)N1CCN(C2CCCCC2)CC1	0.7	-23	i	i	1	i	-7	i	-2	i	i
CSc1nc(=NC(C)=O)ss1	-38	-14	i	i	-12	i	-7	i	-3	i	i
CNC(=O)CSc1nc(N)c2c3c(sc2n1)CCC3	-0.6	-30	i	i	8	i	x	i	4	i	i
C/C(=N\NC(=O)c1ccccc1F)c1ccc(C#N)cc1	4.0	-83	i	i	-64	i	20	i	3	i	i
O=C(CNC(=O)c1ccccc1Cl)c1ccccc1	2.5	-144	i	i	-113	i	0	i	-1	i	i
O=C(NCc1ccccc1)c1cccnc1Sc1ccccc1	-5.2	-27	i	i	29	i	2	i	-1	i	i
Cc1nc(NC(=O)CSc2nc3cccnc3n2Cc2ccccc2)sc1C	-0.1	-20	i	i	22	i	10	i	1	i	i
Cc1noc(C)c1COc1cccc(C(=O)OC(C)C(=O)Nc2ccc3c(c2)OCO3)c1 (stereo unspecified)	0.3	21	i	i	9	i	-3	i	1	i	i
COc1ccccc1-n1c(SCC(=O)O)nc2c(sc(=S)n2-c2ccc(Cl)c(C)c2)c1=O	-0.1	-13	i	i	4	i	17	i	-3	i	i
Nc1ccccc1C(=O)Nc1cccc(C(=O)O)c1	x	-25	i	i	22	i	-6	i	2	i	i
COc1ccc(S(=O)(=O)N(CC(=O)NN=C2CCN(C)CC2)c2cc(Cl)ccc2OC)cc1OC	-0.4	-8	i	i	10	i	3	i	-4	i	i
N#CC(=C=[N-])/C=C(\C(=O)c1ccccc1)[n+]1ccccc1	0.0	-3	i	i	-7	i	-2	i	-4	i	i
Cc1cc(OCc2cc(C(=O)N(C)C3CCOCC3)no2)cc(C)c1Cl	3.3	-152	i	i	-128	i	32	i	2	i	i
CCCCCOC(=O)C1=C(C)Nc2nnnn2C1c1ccc(OC)c(OC)c1OC (stereo unspecified)	-0.6	-1	i	i	6	i	10	i	-1	i	i
COc1ccc(C(=O)OCC(=O)NCc2ccc3c(c2)OCO3)cc1[N+](=O)[O-]	-0.1	12	i	i	12	i	-6	i	2	i	i
COc1ccc(S(=O)(=O)CC(=O)c2cc3cccc(C)c3oc2=O)cc1	-0.1	-2	i	i	23	i	11	i	2	i	i
COc1ccccc1CNC(=O)CN1CCC(NC(=O)c2ccccc2F)CC1	-29	-12	i	i	21	i	1	i	3	i	i
COc1ccc(NC(=O)C2=CC(c3ccco3)=NS(=O)(=O)N2C)cc1	0.5	3	i	i	-1	i	-2	i	-3	i	i
O=C(CSc1nc(C(F)(F)F)cc(=O)[nH]1)N1CCCCCC1	-0.1	x	i	i	3	i	-6	i	x	i	i
O=C1CCC([N+](=O)[O-])C(c2ccc(Cl)cc2Cl)N1 (stereo unspecified)	-0.3	-24	i	i	3	i	1	i	-3	i	i
CCn1c(COc2ccccc2OC)nnc1SCC#N	-1.6	20	i	i	37	i	-3	i	14	i	i
COc1ccc(-n2c(SCC(=O)Nc3ccc(NC(C)=O)cc3)nc3ccccc3c2=O)cc1	-9.9	-26	i	i	-6	i	7	i	4	i	i
Cc1ccc(Sc2ncccc2C(=O)O)c(C)c1	0.5	2	i	i	2	i	3	i	4	i	i
CCOC(=O)c1[nH]c2ccccc2c1NC(=O)COC	-0.2	-23	i	i	-5	i	-7	i	7	i	i
CCN1CCN(c2ccc(S(=O)(=O)N3CCCCC3)cc2NC(=O)/C=C/c2cccc(OC)c2OC)CC1	-1.1	-17	i	i	-16	i	2	i	-4	i	i
COc1ccc(S(=O)(=O)Nc2ccncc2)c(C)c1C	0.4	-24	i	i	2	i	-5	i	-1	i	i
Cc1nnc(SCCC(C)C)[nH]c1=O	0.0	-15	i	i	3	i	0	i	2	i	i
O=C(N/N=C/c1ccc2nccnc2c1)c1cccc([N+](=O)[O-])c1	0.1	-28	i	i	-7	i	5	i	5	i	i
Fc1cccc(CSc2ccc(-c3ccco3)nn2)c1	1.9	-25	i	i	-176	i	-2	i	9	i	i
O=C(NCc1ccco1)C1CCCN1C(=O)Nc1ccccc1 (stereo unspecified)	-0.6	5	i	i	-4	i	-7	i	-5	i	i
Cc1ccc2nc(C)cc(Nc3ccc4c(c3)OCCO4)c2c1	-0.4	-14	i	i	-31	-6.3*	1	-8*	8	i	i
CC(NC(=O)Cc1ccc(S(=O)(=O)N2CCOCC2)s1)c1ccc(Cl)cc1Cl (stereo unspecified)	-0.1	-36	i	i	-10	i	2	i	0	i	i
Clc1nc(-c2ccccn2)nc2scc(-c3ccccc3)c12	1.1	-10	i	i	-206	i	18	i	5	i	i
Nc1nc(SCC(=O)c2ccc(F)cc2)n[nH]1	-0.2	-6	i	i	-15	i	3	i	0	i	i
COc1ccc(OC)c(C2C(C(C)=O)=C(O)C(=O)N2CCN2CCOCC2)c1 (stereo unspecified)	-1.0	1	i	i	-4	i	-4	i	-3	i	i
CN(C)S(=O)(=O)N1CCN(CC(O)COc2ccc(-c3ccccc3)cc2)CC1 (stereo unspecified)	-0.4	-16	i	i	6	i	-4	i	-5	i	i
CCNC(=S)Nc1c(C)n(C)n(-c2ccccc2)c1=O	0.2	0	i	i	1	i	3	i	8	i	i
Cc1cc(C)nc(N2CCN(CC(=O)NCc3ccccc3)CC2)n1	-0.2	-59	i	i	-4	i	6	i	-3	i	i
CCOC(=O)CN1C(=O)C(=O)c2cccc(C)c21	-0.2	-26	i	i	-10	i	-4	i	4	i	i
CCCCCCC(=O)Nc1nc(C)c(-c2csc(Nc3ccccc3OC)n2)s1	-0.1	-13	i	i	8	i	10	i	-3	i	i
COCCn1c(Sc2ccc(C)cc2)nc2c1c(=O)[nH]c(=O)n2C	0.3	-13	i	i	2	i	-4	i	0	i	i
O=C1c2ccc3c4c(ccc(c24)C(=O)N1c1ccc(O)cc1)C(=O)N(c1ccc(O)cc1)C3=O	-0.4	-36	i	i	-16	i	u	i	-3	i	i
COc1cccc(CNC(=S)NC2CCCC2)c1	0.1	-1	i	i	-8	i	7	i	13	i	i
COc1ccccc1CCC(=O)OCC(=O)Nc1ccc(C(N)=O)cc1	-0.1	-9	i	i	-2	i	-3	i	0	i	i
